BLM helicase inh – inhibitors of human Bloom syndrome helicase BLM; P54132; recombinant BLM DNA unwinding, fluorescence dequenching; Potency, µM (series often up to 56.1 µM), for the others: top-dose activity change, negative = inhibition, most hits filed as inhibitors; 350,000 compounds, 0.2% hits; AID 2528;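 also: plate controls were vehicle for no effect and no enzyme for full effect; nearly all actives have a fitted effect of over 35% in size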
HP1b chromo inh – blocks HP1-beta chromodomain binding to methylated histone tails; AID 540317; AlphaScreen HP1-beta / biotin-H3K9me3 peptide binding; P83916; Potency, µM (top dose mostly 114 µM), for the others: at the highest dose activity change, negative = inhibition, most hits filed as inhibitors; 390,000 compounds, 0.56% hits; also: nearly all actives have a fitted effect of over 70% in size; inactives centre near 23
Target sequence (P83916 whole entry, looked up): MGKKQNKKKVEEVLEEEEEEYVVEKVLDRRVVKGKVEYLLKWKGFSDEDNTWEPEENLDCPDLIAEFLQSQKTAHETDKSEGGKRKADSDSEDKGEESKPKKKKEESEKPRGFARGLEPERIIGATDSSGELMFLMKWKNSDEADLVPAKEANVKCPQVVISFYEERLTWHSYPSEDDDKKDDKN
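AlphaScreen: HP1-beta (50 nM) preformed 30 min with biotin-H3(1-18)K9me3 peptide (50 nM) in PBS pH 7.4, 0.01% Tween-20. Compound added for 30 min at RT, then streptavidin donor/nickel chelate acceptor beads (10 ug/mL) for 30 min.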
JMJD2A Tudor inh – JMJD2A Tudor domain (human) inhibition; O75164; AlphaScreen JMJD2A-Tudor / H3K4me3 peptide binding; Potency, µM (highest dose often 114 µM), inactives show at the highest dose activity change, negative = inhibition, actives largely listed as inhibitors; 390,000 compounds, 4.4% hits; also: % is scaled to controls: 0 for no effect and ±100 for the full control effect; nearly all actives have a fitted effect of over 50% in size
BAZ2B inh – inhibitors of human BAZ2B bromodomain | 360,000 compounds, 4.4% hits | AlphaScreen BAZ2B-H3K14Ac peptide displacement | Potency, µM (highest dose often 114 µM), for inactives: top-dose activity change, negative = inhibition, hits mostly inhibitors | Q9UIF8 | AID 504333; also: % is scaled to controls: 0 for no effect and ±100 for the full control effect; nearly all actives have a fitted effect of over 60% in size
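In this displacement format the biotinylated H3(5-23) peptide acetylated at Lys14 serves as ligand at 50 nM, with BAZ2B at 50 nM in PBS pH 7.4 containing 0.01% Tween-20. Donor and acceptor beads are 10 ug/mL final.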
G9a block – inhibitors of human histone lysine methyltransferase G9a; Q96KQ7; G9a H3K9 monomethylation, AlphaScreen, 2 h; Potency, µM (titrated, usually from 102 µM), for the others: at the highest dose activity, negative = inhibition, actives largely listed as inhibitors; 350,000 compounds, 8.8% hits; also: % is scaled to controls: 0 for no effect and ±100 for the full control effect; nearly all actives have a fitted effect of over 75% in size
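Readings reflect AlphaScreen signal from monomethyl-H3K9 antibody detection. HMT at 20 nM; substrate b-H3K9 500 nM; cofactor SAM 20 uM; 2 h RT reaction; compounds tested as titrations in qHTS with 15 min preincubation.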
Pin1 inh – blocks the human prolyl isomerase Pin1; Pin1 FP peptide displacement, HiFluor488, 10 min; Potency, µM (top dose mostly 115 µM), inactives show at the highest dose activity, negative = inhibition, hits mostly inhibitors; Q13526; 390,000 compounds, 0.009% hits; active = well fitted inhibition curve with a large enough effect in the polarisation, with a control signal flat, not every such curve was filed as active; inconclusive = small, poorly fitted or top-dose-only effect, or effect the other way, or a change in a side signal; inactive = no such curve, though single readings can be large or run the other way; the % refers to the polarisation; also: % is scaled to controls: 0 for no effect and ±100 for the full control effect
Target sequence (Q13526 whole entry, looked up): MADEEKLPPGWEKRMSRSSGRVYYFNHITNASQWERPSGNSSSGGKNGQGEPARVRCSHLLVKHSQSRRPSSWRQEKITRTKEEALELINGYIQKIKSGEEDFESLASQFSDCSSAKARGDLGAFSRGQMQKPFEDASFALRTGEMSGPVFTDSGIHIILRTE
PGK inhibitor – blocks T. brucei phosphoglycerate kinase; PGK/GAPDH coupled, Kinase-Glo luminescence, 60 min; Potency, µM (doses to about 57.5 µM), for inactives: at the highest dose activity change, negative = inhibition, usual class: inhibitors; 380,000 compounds, 0.043% hits; AID 602233; also: % is scaled to controls: 0 for no effect and ±100 for the full control effect; nearly all actives have a fitted effect of over 60% in size
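Recombinant glycosomal PGK reaction used 1,3-bisphosphoglycerate generated in-well by GAPDH (100nM final) in 100mM TEA pH 7.6, 5mM MgCl2, 0.01% Tween-20. After 60 minutes at room temperature, ATP was read by Kinase-Glo Plus luminescence end-point.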
POLI inh – DNA polymerase iota (human) inhibition. Q9UNA4. Pol iota fluorescent replication assay, 10 min. Potency, µM (doses to about 115 µM), inactives show at the top dose activity, negative = inhibition, actives largely listed as inhibitors. 390,000 compounds, 1% hits
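Pol iota at 10 nM preincubated 15 min with compounds at room temperature; reaction started with fluorescent substrate, 50 nM final. Fluorescence read kinetically at 0 and 10 min; buffer-only wells as negative control.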
GLS inh – inhibitors of human glutaminase (GLS); Potency, µM (top dose mostly 45.5 µM), without a hit: at the top dose activity change, negative = inhibition, hits mostly inhibitors; GLS enzymatic activity, qHTS titration; AID 624170; O94925; 410,000 compounds, 0.21% hits; also: % is scaled to controls: 0 for no effect and ±100 for the full control effect
Target sequence (O94925 whole entry, looked up): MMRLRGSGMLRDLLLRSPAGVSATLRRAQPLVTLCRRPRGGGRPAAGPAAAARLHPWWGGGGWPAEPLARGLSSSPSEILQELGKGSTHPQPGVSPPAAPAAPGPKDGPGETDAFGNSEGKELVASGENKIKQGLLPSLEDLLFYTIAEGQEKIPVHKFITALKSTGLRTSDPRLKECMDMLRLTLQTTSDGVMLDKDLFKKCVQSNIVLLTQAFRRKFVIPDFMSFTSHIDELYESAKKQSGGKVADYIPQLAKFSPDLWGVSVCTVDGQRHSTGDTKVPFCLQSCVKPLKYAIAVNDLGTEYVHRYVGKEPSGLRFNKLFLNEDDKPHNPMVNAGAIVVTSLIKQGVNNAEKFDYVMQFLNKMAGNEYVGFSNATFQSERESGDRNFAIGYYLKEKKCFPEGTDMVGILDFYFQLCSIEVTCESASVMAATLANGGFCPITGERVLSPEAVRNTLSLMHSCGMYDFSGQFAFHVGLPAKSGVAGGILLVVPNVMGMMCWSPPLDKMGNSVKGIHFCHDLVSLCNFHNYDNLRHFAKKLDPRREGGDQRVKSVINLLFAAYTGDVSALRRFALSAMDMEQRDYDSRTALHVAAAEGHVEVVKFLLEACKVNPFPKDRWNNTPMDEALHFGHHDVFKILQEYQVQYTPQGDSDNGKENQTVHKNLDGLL
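Glutamate formation by hKGA was monitored fluorometrically using coupled glutamate oxidase, HRP and Amplex Red. Substrate was added as 1 mM L-glutamine solution; incubation was 30 min at RT after an initial read.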
An asterisk follows results filed as active; i = inactive; ? = inconclusive; . = not tested or not shown; [ ] = another dose, or the depositor's remark. Unless noted, calls follow the shape of the dose curve; as a rule, active = well fitted curve in the direction sought with a large enough effect; inconclusive = small, poorly fitted or top-dose-only effect, or another doubt; inactive = no such curve, though single readings can be large; an effect the other way counts as inactive or inconclusive. Potency is read from the fitted curve at half-maximal effect. A portion of the library, so the mix of outcomes need not match the whole.

Start of the listing, in advance (4 entries):
Structure	BLM helicase inh	HP1b chromo inh	JMJD2A Tudor inh	BAZ2B inh	G9a block	Pin1 inh	PGK inhibitor	POLI inh	GLS inh
CCOc1ccc(NC(=O)COc2ccc3c(c2)OCO3)cc1	-1%	-18%	-25%	?	-28%[59 µM]	2%	-10%	56%[activator]	2%
CCN(CC)c1ccc2cc(C(=O)O)c(=O)oc2c1	-1%	14%	-14%	10%	-26%[12.7 µM]	7%	-3%	8%	5%
C=CCN1C(=O)c2ccc(C(=O)NCCc3ccc(OC)c(OC)c3)cc2C1=O	-1%	8%	-4%	-4%	23%	2%	-2%	9%	3%
O=C(O)C1CCCCC1C(=O)Nc1ccc2c(c1)CCC2 (stereo unspecified)	0%	6%	-10%	2%	16%[59 µM]	-1%	-2%	0%	2%

Main list, previewed entries included:
Structure	BLM helicase inh	HP1b chromo inh	JMJD2A Tudor inh	BAZ2B inh	G9a block	Pin1 inh	PGK inhibitor	POLI inh	GLS inh
CCOc1ccc(NC(=O)COc2ccc3c(c2)OCO3)cc1	-1%	-18%	-25%	?	-28%[59 µM]	2%	-10%	56%[activator]	2%
CCN(CC)c1ccc2cc(C(=O)O)c(=O)oc2c1	-1%	14%	-14%	10%	-26%[12.7 µM]	7%	-3%	8%	5%
C=CCN1C(=O)c2ccc(C(=O)NCCc3ccc(OC)c(OC)c3)cc2C1=O	-1%	8%	-4%	-4%	23%	2%	-2%	9%	3%
O=C(O)C1CCCCC1C(=O)Nc1ccc2c(c1)CCC2 (stereo unspecified)	0%	6%	-10%	2%	16%[59 µM]	-1%	-2%	0%	2%
Cc1ccc(C2CCN(C(=S)Nc3cccc(Cl)c3)C2)cc1 (stereo unspecified)	-13%	56%[activator]	0%	11%	-18%	-3%	i	31%	1%
COc1ccc(OCCOc2ccc(C)nc2[N+](=O)[O-])cc1	-7%	-8%	-22%	-16%	-2%[59 µM]	0%	-1%	14%	2%
CCCN(CCC)S(=O)(=O)c1ccc(C(=O)Nc2ccc(OCC(=O)N3CCOCC3)cc2)cc1	-8%	15%	-14%	-32%	-42%	0%	6%	38%[activator]	.
O=C(NNC(=O)C1C2CCC(C2)C1C(=O)O)c1ccc(Cl)cc1 (stereo unspecified)	-7%	-4%	-20%[11.4 µM]	-23%	20%	-4%	-8%	20%	-3%
CCN(CC(O)COCc1ccc(Cl)cc1)C1CCCCC1 (stereo unspecified)	0%	36%[activator]	-7%	-9%	-9%	-10%	i	87%[activator]	6%
C=CCn1c(=S)[nH]c2ccccc2c1=O	4%	59%	-11%	0%	?	?	4%	27%	-4%
O=C(Cn1cc(S(=O)(=O)Cc2ccccc2F)c2ccccc21)Nc1ccc(F)c(Cl)c1	-4%	-11%	-17%	-2%	2%[59 µM]	?	-3%	?	-10%
CCCCC(CCC(=O)O)(C(=O)OCC)c1csc(Nc2ccccc2)n1 (stereo unspecified)	-4%	-13%	-25%	-21%	-5%	-13%	i	-5%	?
Cc1csc(SC(C)C(=O)Nc2ccc(F)cc2Cl)n1 (stereo unspecified)	.	49%[activator]	14%	.	.	-1%	i	92%[activator]	0%
O=C(NNC(=O)C1CC(c2cccnc2)=NO1)Nc1cccc(F)c1 (stereo unspecified)	-4%	44%[activator]	-9%	8%	?	-4%	-1%	9%	33%[activator]
CCOc1ccc(NC(=O)CCC(=O)NNC(=O)COc2ccc(C)cc2)cc1	-8%	-20%	-4%[11.4 µM]	-14%	-34%	8%	-1%	-13%	5%
CCOc1cc(CNc2ccc(O)cc2)cc(Cl)c1OCc1ccccc1	-26%	35µM*	45µM*	28µM*	?	?	0%	25µM*	25%
Cn1ccnc1SCC(=O)NC1CCCCC1	-3%	33%	7%	35%	15%[59 µM]	2%	-2%	-11%	-1%
CC(=O)Nc1ccccc1C(=O)C(=O)Nc1ccc(C)c(C)c1	1%	10%	-9%	-5%	-43%[59 µM]	-5%	i	69%[activator]	7%
CCOC(=O)C1C(C(=O)NN)C1C(=O)Nc1ccccc1 (stereo unspecified)	-5%	35%	1%	-5%	32%[activator]	1%	i	80%[activator]	22%
O=C(NCCO)c1ccc(-c2nnc(Nc3ccc(OC(F)(F)Cl)cc3)c3ccccc23)cc1	-4%	44%[activator]	-13%	-27%	2%[59 µM]	-1%	-10%	-3%	7%
CCOC(=O)C1CCCN(/C=C2\SC(=S)N(CC)C2=O)C1 (stereo unspecified)	0%	0%	-24%	?	.	4%	-9%	-16%	1%
CC(=O)N1N=C(c2cccc(O)c2)CC1c1cccs1 (stereo unspecified)	2%	28%	-1%	3%	5%[59 µM]	-5%	i	34%[activator]	-3%
COc1ccccc1CNC(=O)c1ccncc1	3%	34%	7%	8%	?	-5%	-8%	-17%	-7%
O=C(NCCc1ccc(Cl)cc1)C1CC(=O)N(CCc2ccccc2)C1 (stereo unspecified)	-3%	18%	-23%	-3%	14%[59 µM]	-6%	0%	36%[activator]	-3%

Next part
| SMILES | BLM helicase inh | HP1b chromo inh | JMJD2A Tudor inh | BAZ2B inh | G9a block | Pin1 inh | PGK inhibitor | POLI inh | GLS inh |
| --- | --- | --- | --- | --- | --- | --- | --- | --- | --- |
| CCOc1ccc2nc(NC(=O)CSc3nc(SC)ns3)sc2c1 | -5% | 31% | -2% | -1%[57.1 µM] | 6%[59 µM] | 17% | i | -14% | -1% |
| Cc1cc(=O)n(C(NC(=O)c2ccccc2)C(=O)c2ccccc2)cn1 (stereo unspecified) | 7% | 21% | -9% | 0% | 16%[59 µM] | -13% | 2% | 5% | 13% |
| COc1ccc(N2CC(C(=O)O)CC2=O)cc1 (stereo unspecified) | -8% | 11% | ? | -4% | 16%[59 µM] | 1% | 4% | 60%[activator] | 2% |
| O=c1[nH]c(-c2ccc3c(c2)OCO3)nc2c1sc(=S)n2-c1ccccc1 | -1% | 30% | -7% | 0% | -30% | 22% | 6% | 78%[activator] | 0% |
| Cc1cc(-n2cnc(-c3cn[nH]c3C)n2)no1 | 2% | 32% | -8% | 0% | . | -1% | i | 47%[activator] | -15% |
| O=C(Nc1ccccc1C(F)(F)F)c1cc(S(=O)(=O)N2CCOCC2)ccc1F | 0% | 17% | -9% | 5% | 6%[59 µM] | 8% | 0% | -9%[58.9 µM] | 5% |
| Cc1ccc(C)c(NC(=O)Cn2c(=O)ccc3cc(S(=O)(=O)N4CCCC4)ccc32)c1 | -3% | 13%[57 µM] | -10% | 2% | 0%[59 µM] | -4% | -8% | 4% | -17% |
| Cc1ccc(C)c(S(=O)(=O)NCCOc2nc(NC(C)C)nc(NC(C)C)n2)c1 | -2% | 26% | -19% | 4% | -15% | -2% | . | 9% | 1% |
| CCOC(=O)c1cc(-c2ccccc2)sc1NC(=O)C(C)OC(=O)c1cccc(S(=O)(=O)N(C)C)c1 (stereo unspecified) | -5% | 41%[activator] | -9% | -19% | 6% | -5% | 1% | 11% | -4% |
| O=C(Nc1ccc(F)cc1)Nc1ccc(Cl)cn1 | -2% | 28% | 3% | -5% | 1%[12.7 µM] | -1% | -2% | 5%[58.9 µM] | -6% |
| CCN(c1ccc(OC)cc1)S(=O)(=O)c1ccc2[nH]c(=O)ccc2c1 | -8% | 27% | ? | -18% | -24%[59 µM] | 9% | -4% | -5% | 4% |
| COc1ccc(S(=O)(=O)N2CCN(CCC(=O)Nc3ccc(F)cc3)CC2)cc1 | -2% | 22% | -8% | -3% | 7% | 5% | -10% | -8% | -1% |
| COc1ccc(NC(=O)Nc2nnc(CC(=O)Nc3ccccc3)s2)cc1 | -2% | 19% | -12% | -23% | 23% | 12% | 2% | -7% | -1% |
| CC(C)C[C@H](NC(=O)N1CCCCCC1)C(=O)O | 2% | 38% | -6% | -1% | 10% | -1% | 4% | 8% | 5% |
| COc1ccc(-c2nnc(SCC(=O)N(C)Cc3ccccc3)o2)cc1OC | -5% | 25% | -12% | 3% | -2%[59 µM] | 11% | i | 60%[activator] | -7% |
| CCN1CCOC(CC(=O)Nc2cccc([N+](=O)[O-])c2)C1=O (stereo unspecified) | -5% | 16% | -2% | -29% | 7.9µM* | . | -6% | 10% | 2% |
| O=C1C(Cc2cccc([N+](=O)[O-])c2)S/C(=N/N=C/c2ccco2)N1c1ccccc1 (stereo unspecified) | -7% | -3% | -13% | -34% | -12%[59 µM] | -1% | 12% | -5% | 2% |
| COc1ccc(S(=O)(=O)N2CCOCC2)cc1NC(=O)CSc1ccc(F)cc1 | . | 26% | -6% | -18% | 13%[12.7 µM] | -2% | -3% | -14% | 3% |
| CC(=O)Nc1ccc(NC(=O)CSc2nccn2Cc2ccc3c(c2)OCO3)cc1 | -2% | 18%[57 µM] | -17% | -17% | 7%[59 µM] | 3% | -1% | 0% | -11% |

Entries of single compounds, looked up by structure. Order of screens: BLM helicase inh	HP1b chromo inh	JMJD2A Tudor inh	BAZ2B inh	G9a block	Pin1 inh	PGK inhibitor	POLI inh	GLS inh
CC(C)C[C@H](NC(=O)N1CCCCCC1)C(=O)O is entered as 2%	38%	-6%	-1%	10%	-1%	4%	8%	5%
CCN1CCOC(CC(=O)Nc2cccc([N+](=O)[O-])c2)C1=O (stereo unspecified) is entered as -5%	16%	-2%	-29%	7.9µM*	.	-6%	10%	2%

Screening data as filed in PubChem.
